High-throughput results from PubChem BioAssay.
LYP inhibition: PTPN22 lymphoid phosphatase activity blockers – biochemical, fluorescence intensity, uHTS (AID 1779); recombinant LYP phosphatase, fluorescence intensity; higher % means a stronger effect; inhibition, % at 11.5 µM; hits with a dose series show IC50 in µM; 0.054% of 290,000 active;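 further: plate controls were vehicle with enzyme for no effect and no enzyme for full effect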
Myeloid diff MLP: compounds promoting myeloid differentiation; ER-HoxA9 myeloid progenitors, lysozyme-GFP differentiation, flow cytometry; calls only at 10 µM; 1% of 360,000 active; AID 624256;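 active means normalized GFP-positive differentiation at or above the plate's own cutoff, the solvent-only control mean plus 3 SD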;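 further: cells exposed to compound for four days before flow analysis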
HIV fusion peptide: inhibitors of HIV fusion peptide binding, primary screen, biochemical, uHTS, fluorescence dequenching (AID 1986); cell-free peptide binding, fluorescence dequenching, 30 min; higher % means a stronger effect; inhibition, % at 20 µM; hits with a dose series show IC50 in µM; 0.3% of 290,000 active; in the data active means inhibition mostly above about 52%, no sharp cut-off; inactive means mostly below about 76%; further: some results filed as inactive read as strong as hits
SIAH1 antagonists: Siah-1 peptide-binding antagonists, primary screen, biochemical, fluorescence polarization, rhodamine-plectin, uHTS (AID 1817); Siah-1 / rhodamine-plectin peptide fluorescence polarization; higher % means a stronger effect; one-dose displacement, % at 20 µM; IC50 in µM for titrated hits; 0.02% of 290,000 active;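 active means displacement of at least 50% at 20 µM, with a fluorescence ratio check between 0.3 and a set limit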;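 further: plate controls were Siah plus tracer with DMSO for no effect and tracer alone without Siah for full effect; strong numbers were not always called active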
KOR beta-arrestin-1: KOR antagonists, beta-arrestin recruitment, cell-based, luminescence, uHTS (AID 1778) | one-dose inhibition, % at 10 µM; IC50 in µM for titrated hits | 0.091% of 290,000 active | KOR beta-arrestin recruitment, luminescence, antagonist mode; higher % means a stronger effect; further: strong numbers were not always called active
Salmonella PhoP GFP: PhoP-dependent GFP reporter repression – Salmonella Typhimurium, primary screen (AID 1863). S. Typhimurium PhoP-regulated promoter GFP reporter, 4 h; higher % means a stronger effect. inhibition, % at 50 µM; hits with a dose series show IC50 in µM. 0.16% of 300,000 active;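 active means inhibition over 29.93%, a cutoff 3 SD above the screen mean, later confirmed by dose response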;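 further: 0% = low Mg2+ inducing control and 100% = high Mg2+ repressing control; strong numbers were not always called active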
KOR beta-arrestin-2: kappa opioid receptor activators – cell-based, luminescence, uHTS, primary screen (AID 1777); KOR beta-arrestin recruitment, luminescence; higher % means a stronger effect; activation, % at 10 µM, or EC50 in µM where a hit was titrated; 0.02% of 280,000 active; in the data active means activation above about 50%, passing the limit was not always enough; further: a part of the inactive calls stands beside numbers as strong as those of hits
NOD1 NF-kB reporter: inhibition of NOD1-driven NF-kB reporter – cell-based, luminescence, uHTS, primary screen (AID 1578); inhibition, % at 4 µM, or EC50 in µM where a hit was titrated; 1% of 290,000 active; NOD1-driven NF-kB luciferase reporter cells, luminescence; higher % means a stronger effect; in the data active means inhibition mostly above about 36%, no sharp cut-off; inactive means mostly below about 34%;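 further: HEK-293T reporter cells stimulated with the NOD1 agonist gamma-tri-DAP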
NOD2 inhibition: NOD2 signaling inhibitors, cell-based, luminescence, uHTS, HEK293 (AID 1566); HEK293 NOD2/NF-kB luciferase reporter, luminescence; higher % means a stronger effect; inhibition, % at 4 µM, or EC50 in µM where a hit was titrated; 0.63% of 290,000 active; further: many of its hits are not listed in these tables
Myeloid diff MLP GFP+ MAC1+ %: second read-out of Myeloid diff MLP, no call of its own (marks repeat the call); GFP+ MAC1+ double positive, %; measured here: differentiation confirmed by MAC1 staining
Numbers without * were called inactive; i = inactive; x = not tested or not shown; + = active, no number; [ ] = remark or other dose. Unless noted, no stated cut-off is given here; in the data, active means inhibition above about 50%; inactive means the rest. This is a subset, so the mix of outcomes need not match the whole.

SMILES	LYP inhibition	Myeloid diff MLP	Myeloid diff MLP GFP+ MAC1+ %	HIV fusion peptide	SIAH1 antagonists	KOR beta-arrestin-1	Salmonella PhoP GFP	KOR beta-arrestin-2	NOD1 NF-kB reporter	NOD2 inhibition
Cc1c(C(=O)NCC2COc3ccccc3O2)oc2ccc(S(=O)(=O)N3CC(C)CC(C)C3)cc12 (stereo not drawn)	3%	i	2.1	23%	1%	-40%	-12%	4.3%	40%	12%
CCOC(Cn1c(SCC(=O)Nc2cc(C)on2)nc2ccccc2c1=O)OCC	-11%	i	1.7	-1.6%	2%	-16%	8%	-3.1%	-8%	-13%
COC(=O)c1ccc(CNC(=O)CSC2=NCCS2)cc1	4%	i	0.3	-1.0%	4%	-32%	9%	-4.5%	-38%	10%
O=C(CN1C(=O)COc2ccccc21)c1ccc(Cl)cc1	-2%	i	0.6	12%	1%	-18%	6%	-7.5%	23%	10%
CC(=O)Oc1ccc(CCC(C)OC(C)=O)cc1 (stereo not drawn)	1%	i	8.3	2.6%	1%	18%	3%	-1.8%	x	12%
O=C(COc1ccc2c3c(c(=O)oc2c1)CCCC3)NCCCN1CCCC1=O	-6%	i	6.1	-0.8%	2%	10%	-6%	-1.9%	-17%	4%
Cn1c(C(=O)N[C@@H](Cc2ccccc2)C(=O)NCCC(=O)O)cc2cc(Cl)ccc21	-4%	i	1.2	15%	2%	-12%	-3%	-2.1%	1%	9%
Brc1cc2[nH]cnc2c2ccccc12	-1%	i	5.1	-0.9%	1%	11%	4%	1.1%	24%	23%
Cc1cccc2cc(COC(=O)c3cccnc3)c(=O)[nH]c12	1%	i	1.2	2.3%	0%	18%	5%	-0.3%	24%	-5%
COc1cc([N+](=O)[O-])cc2sc(NC(=O)C(C)(C)C)nc12	-2%	i	0.1	0.5%	14%	-49%[20 µM]	-3%	-1.3%	-28%	-2%
CCOC(=O)C1CCN(Cc2cc(=O)oc3cc(C)c(Cl)cc23)CC1	-5%	i	0.3	-1.4%	-1%	-4%	6%	1.7%	-12%	2%
COc1ccc(C(C)NC(=O)Cc2ccc(Br)cc2)cc1 (stereo not drawn)	-9%	i	1.0	0.4%	-1%	13%	2%	0.0%	0%	19%
O=[N+]([O-])c1cc(F)c2cccnc2c1O	0%	i	0.1	-0.8%	-8%	18%	12µM*	4.5%	-8%	30%
CCSCCOC(=O)C1=C(C)NC(=O)NC1c1cc(OC)ccc1OC (stereo not drawn)	-1%	i	1.4	2.1%	0%	81%	-3%	2.9%	5%	-2%
CCOC(=O)c1c(NC(=O)/C=C/C(=O)O)sc(C)c1-c1ccc(C)c(C)c1	-3%	i	0.0	12%	-6%	-28%	-6%	2.7%	27%	-17%
Cc1nn(C(=O)c2ccco2)c(C)c1Sc1ccc(Cl)cc1	0%	i	0.5	1.6%	9%	-22%	1%	0.4%	-9%	8%
COc1ccc(/C(C)=N/NC(=O)CNC(=O)c2ccncc2)cc1	-8%	i	0.9	0.3%	-4%	-17%	0%	-2.5%	-28%	-3%
COc1ccc(S(=O)(=O)Nc2ccc(S(=O)(=O)N3CCCCC3)cc2)cc1C	-9%	i	6.6	-1.6%	-4%	-5%	-7%	-1.6%	6%	9%
CN(c1ccccc1)P(=O)(N(C)c1ccccc1)N(C)c1ccccc1	-1%	i	1.3	-2.3%	-8%	25%	-7%	28%	0%	-20%
CCOCCN(C(=O)c1ccccc1Cl)c1ccccc1	-5%	i	0.4	0.2%	-2%	-12%	-11%	5.3%	-13%	9%

Another view of some results above.
Values in the order – LYP inhibition | Myeloid diff MLP | Myeloid diff MLP GFP+ MAC1+ % | HIV fusion peptide | SIAH1 antagonists | KOR beta-arrestin-1 | Salmonella PhoP GFP | KOR beta-arrestin-2 | NOD1 NF-kB reporter | NOD2 inhibition
CCOC(=O)C1CCN(Cc2cc(=O)oc3cc(C)c(Cl)cc23)CC1
 : -5% | i | 0.3 | -1.4% | -1% | -4% | 6% | 1.7% | -12% | 2%
CCSCCOC(=O)C1=C(C)NC(=O)NC1c1cc(OC)ccc1OC (stereo not drawn)
 : -1% | i | 1.4 | 2.1% | 0% | 81% | -3% | 2.9% | 5% | -2%
CN(c1ccccc1)P(=O)(N(C)c1ccccc1)N(C)c1ccccc1
 : -1% | i | 1.3 | -2.3% | -8% | 25% | -7% | 28% | 0% | -20%
CCOCCN(C(=O)c1ccccc1Cl)c1ccccc1
 : -5% | i | 0.4 | 0.2% | -2% | -12% | -11% | 5.3% | -13% | 9%

Additional results follow.
SMILES	LYP inhibition	Myeloid diff MLP	Myeloid diff MLP GFP+ MAC1+ %	HIV fusion peptide	SIAH1 antagonists	KOR beta-arrestin-1	Salmonella PhoP GFP	KOR beta-arrestin-2	NOD1 NF-kB reporter	NOD2 inhibition
C=CCc1c(C)nn(CC(=O)O)c1-c1ccccc1	-8%	i	0.9	-2.2%	3%	1%	-5%	4.6%	-21%	17%
COc1ccc(C2(O)CC3CCC(C2)N3c2cc(C)nc(-c3ccccc3)n2)cc1 (stereo not drawn)	0%	i	2.0	1.8%	4%	-32%	20%	4.7%	-12%	-24%
COCc1cc(=O)n2[nH]c(-c3ccccc3)cc2n1	-11%	i	0.5	0.6%	2%	-24%	-2%	4.8%	-24%	-16%
CNc1ccccc1-n1ccc(-c2ccccc2)n1	0%	i	0.5	0.3%	-3%	-32%	6%	-0.5%	-22%	-19%
COc1cccc(NC(=O)c2ccnc(N3CCC(C(=O)NCc4ccccc4OC)CC3)c2)c1	-4%	i	0.7	0.2%	4%	-9%	-1%	2.3%	-23%	-8%
CC1CC(C)CN(CC(=O)N2CCc3[nH]c4ccccc4c3C2)C1 (stereo not drawn)	-8%	i	0.9	-1.1%	-4%	-7%	6%	-6.5%	13%	10%
Cc1ccc(NC2CCCN(C(=O)c3snnc3C)C2)cc1C (stereo not drawn)	-7%	i	1.8	-0.6%	-3%	-4%	1%	5.9%	-14%	23%
Cc1cccc(NC(=S)NC(=O)CCc2ccccc2)c1C	0%	i	0.7	1.8%	-1%	-20%	-9%	6.9%	15%	-2%
C=CCn1c(SCC(=O)c2cccs2)nc2sc(C)c(C)c2c1=O	3%	+	0.3*	2.8%	3%	-22%	2%	-0.1%	46%	-7%
Cc1cccc(N2CCN(C(=O)CCNS(=O)(=O)c3cccs3)CC2C)c1 (stereo not drawn)	-4%	i	0.8	2.5%	-2%	19%	5%	-1.8%	-36%	-16%
COc1cccc(Nc2ccc([N+](=O)[O-])c3nonc23)c1	-7%	i	0.1	-1.6%	-1%	13%	5%	-5.9%	8%	26%
CC(=O)Nc1ccc(NC(=O)Nc2cc(C)cc(C)c2)cc1	-3%	i	0.3	-1.2%	6%	19%	-15%	1.4%	1%	13%
CC(=O)c1c(C)nc(-c2ccc(Cl)cc2)nc1N=CN(C)C	3%	i	1.3	-3.4%	-7%	-22%	65%	-2.8%	15%	-45%
Cc1ccc(NC(=O)CCNC(=O)Cn2ccc3ccccc3c2=O)cc1F	-8%	i	0.7	1.7%	3%	-9%	-3%	-6.9%	-19%	-2%
CC(C)NC(=O)CCN1C(=O)c2ccccc2Sc2ncccc21	-11%	i	0.5	1.5%	-2%	-25%	13%	-2.9%	3%	21%
O=C(O)c1cc2c(ccc3ccccc32)o1	-3%	i	6.9	-0.2%	0%	-11%	-16%	1.2%	-12%	-5%
COc1ccc(-c2ccnc3nc(-n4cccc4)nn23)cc1	-11%	i	1.0	-1.4%	-4%	6%	-3%	-3.1%	-16%	10%
CCc1sc(C(=O)NCCc2ccc(S(N)(=O)=O)cc2)cc1Br	-1%	i	0.1	1.5%	0%	-36%[20 µM]	-10%	-2.3%	-12%	34%
CCCC1=C(C(=O)OCC)C(c2ccccc2OC)NC(=O)N1 (stereo not drawn)	-4%	i	0.8	-3.1%	5%	16%	-7%	0.8%	11%	-4%
Cc1nc(-c2coc3cc(C)c(N=O)c(O)c3/c2=N\N)cs1	3%	i	0.3	5.1%	-2%	17%	2%	-4.8%	-34%	-1%
CCN1C(=O)[C@H]2[C@@H](c3ccc(C)cc3)N3C(=O)N(c4ccc(C)cc4)C(=O)[C@@]3(C)[C@H]2C1=O	-10%	i	2.0	2.2%	3%	5%[20 µM]	x	-1.4%	11%	-4%
COC(=O)c1cc(CNC(=O)c2ccc(O)c(Cl)c2)ccc1OC	-4%	i	0.5	-0.3%	-1%	12%	-5%	-4.2%	-11%	4%
Cc1cccc2sc(NC(=O)CSc3nnnn3C)nc12	-8%	i	0.8	0.4%	-4%	-3%	-4%	2.8%	-28%	-7%
Cc1ccccc1-n1c(C)cc(/C=N/Nc2ccc([N+](=O)[O-])cn2)c1C	4%	i	0.7	5.4%	8%	-4%	31%	-4.9%	-119%	-30%
Cc1cccc(NC(=O)[C@@H](CC(C)C)NC(=O)[C@@H]2Cc3ccccc3CN2)c1	-10%	i	3.5	1.8%	-3%	-25%	-11%	4.4%	-2%	6%
CCOC(=O)C/C(N)=N/N(C)c1ncc(C(F)(F)F)cc1Cl	-7%	i	0.4	-0.5%	-4%	-16%	-3%	7.7%	3%	-15%
COc1cc(/C=N/NC(=O)CCn2nnc3ccccc32)ccc1O	-3%	i	0.4	-1.0%	2%	14%	-4%	-4.1%	-18%	11%
O=C(O)C1CCCN1S(=O)(=O)c1cccs1 (stereo not drawn)	-9%	x	x	2.1%	4%	-21%	8%	-4.4%	-5%	4%
CC1(C)CC(=O)/C(=C(\O)CCCN2C(=O)c3ccccc3C2=O)C(=NCC(=O)O)C1	-6%	i	0.4	-0.3%	-3%	-54%	-8%	5.0%	-13%	4%
CSc1nc2nc3c(cc2c(=O)[nH]1)C(O)Oc1ccc(C)cc1-3 (stereo not drawn)	0%	i	1.1	2.0%	0%	-12%	-8%	2.7%	-44%	-1%
CN1CCN(C(CC(=O)Nc2cccc(O)c2)C(=O)O)CC1 (stereo not drawn)	-5%	x	x	-1.6%	9%	-20%	-2%	-5.8%	-16%	18%
CC(C)C(NC(=O)OCc1ccccc1)C(=O)N1CCOCCOCCOCC1 (stereo not drawn)	-8%	i	0.4	2.4%	4%	5%	-4%	-6.0%	-22%	2%
CCCN(c1ccccc1F)S(=O)(=O)c1c[nH]c(C(=O)OC)c1	-14%	i	0.2	1.6%	1%	-24%	3%	-5.4%	-11%	6%
COc1ccc(OC)c(-n2c(-c3cccc(O)c3)n[nH]c2=S)c1	1%	i	6.7	-0.8%	2%	-3%	-8%	-9.3%	-34%	-11%
CN(C)c1ccc(/C=N/n2c(-c3cccnc3)n[nH]c2=S)cc1	-2%	i	0.0	-1.7%	7%	-53%[20 µM]	-4%	-4.5%	-13%	25%
O=C(Nc1ccc(F)cc1)NC1CCCCCCC1	-2%	i	0.6	2.1%	4%	-9%	-2%	-0.6%	-73%	-36%
Cc1ccc(S(=O)(=O)N2CC=C(C(=O)NCc3ccccc3)CC2)cc1	-5%	i	2.8	0.7%	11%	5%	6%	0.3%	-14%	13%
CCCN(CCC)C(=O)Cn1c(=O)n(CCCCC(=O)NCc2ccco2)c(=O)c2ccccc21	1%	i	0.9	-0.3%	-6%	8%	1%	3.7%	14%	10%
Cc1ccc2c(ccc[n+]2CC(=O)c2ccccc2)c1	0%	i	0.6	23%	6%	-1%	-10%	2.4%	-5%	12%
